FLuc inh counter – Photinus pyralis luciferase inhibition counter-screen; P08659; ATPLite firefly luciferase biochemical luminescence, 10 min; inhibition, % at 10 µM; 1.5% of 200,000 active; AID 1006;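 active = inhibition above about 50% when tested at 10 µM, limit read from the data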
Target sequence (P08659 whole entry, looked up): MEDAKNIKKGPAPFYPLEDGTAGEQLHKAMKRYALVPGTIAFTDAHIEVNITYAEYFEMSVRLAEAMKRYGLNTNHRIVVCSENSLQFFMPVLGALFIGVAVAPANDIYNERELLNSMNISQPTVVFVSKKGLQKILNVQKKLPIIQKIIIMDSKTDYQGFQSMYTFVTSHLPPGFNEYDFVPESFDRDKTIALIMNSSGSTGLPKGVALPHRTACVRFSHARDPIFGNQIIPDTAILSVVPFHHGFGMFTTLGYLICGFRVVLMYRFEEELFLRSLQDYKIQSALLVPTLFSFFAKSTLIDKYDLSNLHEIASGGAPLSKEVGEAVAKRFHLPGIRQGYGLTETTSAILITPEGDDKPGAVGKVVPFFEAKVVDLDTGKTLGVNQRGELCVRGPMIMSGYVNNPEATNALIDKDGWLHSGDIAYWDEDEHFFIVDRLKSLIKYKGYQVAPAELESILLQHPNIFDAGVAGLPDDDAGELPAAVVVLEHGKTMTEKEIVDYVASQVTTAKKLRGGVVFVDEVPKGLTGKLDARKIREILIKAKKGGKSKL
APP 5UTR inh – APP translation inhibition; SH-SY5Y APP 5'UTR-luciferase reporter, luminescence; inhibition, % at 2 µM; 0.82% of 190,000 active;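 active = inhibition above a set limit, derived from the sample mean plus 3 SD, cut at about 45% in these data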; also: values of inactives mirror those of a sister screen read the other way
RAM network inh – inhibitors of the yeast RAM network; S. cerevisiae dse1pr::URA3 reporter, 5-FOA growth OD615, 2 d; analog-sensitive cbk1-as2 kinase mutant strain; inhibition, % at 50 µM; 1.8% of 190,000 active;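 active = inhibition above a set limit, 3 SD over mean compound inhibition, cut at about 8.4% in these data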;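 also: 0% = DMSO-only wells with no growth and 100% = 10 µM 1-NA-PP1 full growth; inhibition rescues growth on 5-FOA so higher OD means more RAM inhibition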
TNAP inh hiacc – inhibitors of human TNAP at high phosphate acceptor concentration; P05186; purified TNAP, CDP-star luminescence, 1 M DEA; inhibition, % at 20 µM; 0.03% of 200,000 active;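 active = over 50% inhibition of tissue-nonspecific alkaline phosphatase at 20 µM in the single-dose screen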;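 also: plate controls were DMSO wells for no effect and EDTA-quenched wells as full inhibition for full effect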
Target sequence (P05186 whole entry, looked up): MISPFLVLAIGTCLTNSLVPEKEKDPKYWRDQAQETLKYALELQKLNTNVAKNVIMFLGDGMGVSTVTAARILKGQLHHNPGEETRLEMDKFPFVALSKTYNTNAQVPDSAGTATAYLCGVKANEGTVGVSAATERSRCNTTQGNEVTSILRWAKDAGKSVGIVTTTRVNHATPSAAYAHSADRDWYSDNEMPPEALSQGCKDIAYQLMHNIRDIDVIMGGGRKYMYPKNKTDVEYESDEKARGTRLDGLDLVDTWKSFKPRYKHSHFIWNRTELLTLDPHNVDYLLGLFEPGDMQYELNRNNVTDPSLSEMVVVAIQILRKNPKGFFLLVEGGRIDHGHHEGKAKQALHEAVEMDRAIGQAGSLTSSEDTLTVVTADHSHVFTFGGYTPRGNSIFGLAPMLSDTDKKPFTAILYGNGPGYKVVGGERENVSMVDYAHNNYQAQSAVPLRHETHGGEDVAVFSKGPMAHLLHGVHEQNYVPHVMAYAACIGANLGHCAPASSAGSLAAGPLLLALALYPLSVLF
Lmaj promast – inhibitors of Leishmania major promastigote growth. Leishmania major promastigotes, resazurin fluorescence viability. inhibition, % at 10 µM. 9% of 200,000 active; in the data active = inhibition above about 50%;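 also: promastigotes grown with compound for 44 hours at 28 °C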
bIAP act – intestinal alkaline phosphatase (bovine) activation; purified bovine IAP, CDP-star luminescence, 30 min; active compounds read high; fold of DMSO-control signal, blank-subtracted; 0.17% of 200,000 active; activation factor at 20 µM; AID 1016;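 active = activation factor of 2 or more at 20 µM, a signal rise over negative controls twice the positive control's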
TNAP act hi DEA – activators of human TNAP at high phosphate acceptor concentration | P05186 | purified TNAP, CDP-star luminescence, 1 M DEA, 30 min; active compounds read high; 0 = EDTA background, 1 = DMSO-only activity | activation factor at 20 µM | 200,000 tested, under 10 active | AID 1136;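 active = activation factor at least 2 at 20 µM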
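Measured by: Luminescent substrate turnover signal | Test system: Human TNAP | Input: TNAP 1/800 final | Dosing: 20 µM single point | Schedule: 30 min, room temperature | Controls: EDTA wells as negative control, DMSO wells as positive control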
bIAP inhibitor – blocks bovine intestinal alkaline phosphatase activity. purified bovine IAP, CDP-star luminescence, 30 min. inhibition, % at 20 µM. 190,000 tested, under 10 active. AID 1019;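 active = over 50% inhibition of intestinal alkaline phosphatase at 20 µM in the single-dose screen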
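Assay system: bovine IAP enzyme; medium: DEA buffer 100 mM, pH 9.8, with MgCl2 1.0 mM, ZnCl2 0.02 mM; doses: 20 µM single dose; incubation: enzyme reaction for 30 min at room temperature; detection: CDP-star luminescence signal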
FLuc stim CS – affects firefly luciferase, flagging false hits in luciferase stimulation screens | ATPlite luciferase biochemical, luminescence, 10 min; 0 = ATP-free wells, 1 = DMSO control | activation factor at 10 µM | 200,000 tested, under 10 active | AID 1027;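 active = luciferase activation factor, scaled between plate controls, of at least 2 with compound at 10 µM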
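System: Luciferase/luciferin detection reagent, cell-free biochemical luciferase assay | Medium: PBS buffer for ATP | Dosing: Test compounds dosed from 2 mM stocks in 100% DMSO | Timing: 10 min at ambient temperature | Signal: Luminescence measurement of luciferase light output | Evaluation: Luciferase activation, seen as luminescence increase over controls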
TNAP inh noacc – inhibitors of human TNAP without phosphate acceptor. purified TNAP, CDP-star luminescence, 30 min. inhibition, % at 20 µM. 0.26% of 200,000 active. AID 1012;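 active = tissue-nonspecific alkaline phosphatase inhibition above about 50% at 20 µM in the single-dose screen, limit read from the data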;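 also: 0% = DMSO negative control and 100% = EDTA positive control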
Active calls of the source: *; nt = no result given. Compounds were not picked by outcome. About 13% of those tested had a hit in this group.

The first 3 compounds (preview)
No.	smiles	FLuc inh counter	APP 5UTR inh	RAM network inh	TNAP inh hiacc	Lmaj promast	bIAP act	TNAP act hi DEA	bIAP inhibitor	FLuc stim CS	TNAP inh noacc
1	Cc1ccc(N2CCN(/N=C/c3ccccc3[N+](=O)[O-])CC2)cc1	-2	-6	2.1	4	0	1.1	1	-15	1	-4
2	Cc1cccc(NC(=O)Cn2cnc3c(cnn3-c3ccc(F)cc3)c2=O)c1C	-9	-13	0.2	-4	-2	0.9	1	10	1.1	-9
3	COc1ccc(-n2c(SCC(=O)Nc3nccs3)nnc2-c2ccoc2C)cc1	-7	nt	2.0	-5	2	0.9	1	10	1.1	2

The list itself, repeating the preview:
No.	smiles	FLuc inh counter	APP 5UTR inh	RAM network inh	TNAP inh hiacc	Lmaj promast	bIAP act	TNAP act hi DEA	bIAP inhibitor	FLuc stim CS	TNAP inh noacc
1	Cc1ccc(N2CCN(/N=C/c3ccccc3[N+](=O)[O-])CC2)cc1	-2	-6	2.1	4	0	1.1	1	-15	1	-4
2	Cc1cccc(NC(=O)Cn2cnc3c(cnn3-c3ccc(F)cc3)c2=O)c1C	-9	-13	0.2	-4	-2	0.9	1	10	1.1	-9
3	COc1ccc(-n2c(SCC(=O)Nc3nccs3)nnc2-c2ccoc2C)cc1	-7	nt	2.0	-5	2	0.9	1	10	1.1	2
4	CC1CCN(C(=O)c2cc3ccccc3o2)CC1	17	-50	-0.4	3	-6	1	1	5	0.8	-5
5	CN1CCN(S(=O)(=O)c2ccc(Br)c3nsnc23)CC1	-2	-8	-0.3	-5	-4	1	1	4	1	-7
6	Cc1ccccc1-c1nc(CN2CCC(C(=O)NCCCN3CCCC3)CC2)c(C)o1	-6	-1	-1.3	-5	3	1.4	1.1	-35	1.1	-14
7	Cc1nc2ccccn2c1C(=O)Nc1ccc(Cl)cc1	13	-35	1.0	0	-6	1	1	-2	0.9	-3
8	Cc1ccc(N2CCN(/N=C/C(Cl)=C/c3ccccc3)CC2)cc1	-1	-6	2.7	-6	-5	1	1.1	-3	1	0
9	COc1cc(OC)cc(C(=O)N[C@H](C(=O)NCc2ccco2)C(C)C)c1	-2	1	0.5	-2	4	1	1	3	1	-9
10	CCCn1c(=O)[nH]c(=O)c2c1nc(-c1ccc(OC(F)F)cc1)n2CCN1CCOCC1	0	-17	0.7	-8	-3	1.1	1.1	-7	1	-8
11	Nc1cccc(C(=O)OCC(=O)Nc2cccc3c2C(=O)c2ccccc2C3=O)c1	-6	10	2.0	-5	43	0.8	1	15	1.1	-8
12	N#C/C(=C1\CCCN1)c1nc2ccccc2c(=O)[nH]1	-6	-8	0.8	-6	4	1	1.1	1	1.1	-12
13	CCOc1ccc(C2C=C(c3ccccc3)Nc3ncnn32)cc1 (stereo not given)	-6	24	-1.1	-2	-2	1.1	1	-7	1.1	-5
14	COc1ccc(NC(=O)Cn2nnc3ccccc32)c([N+](=O)[O-])c1	-1	-37	3.0	1	-4	1.1	1	-6	1	-13
15	CN(C)S(=O)(=O)c1cccc(NC(=O)COC(=O)c2ccc3c(c2)OCO3)c1	-4	-7	5.1	-7	29	1	1.1	3	1	-14
16	COCCn1nnnc1C(c1ccc(OC)cc1)N1CCN(c2ccccc2F)CC1 (stereo not given)	-4	3	1.5	-2	-3	1.2	1	-16	1	-12
17	O=c1c(-c2nn[nH]n2)coc2ccc(Cl)cc12	-4	1	-0.1	-1	-3	1	1	-1	1	-14
18	CCOc1cc2[nH]c(=O)n(CCCCCC(=O)NCc3ccco3)c(=O)c2cc1OCC	-4	-3	3.2	-3	-2	0.9	1	7	1	-10
19	O=C(CCCn1c(SCc2cc(=O)n3ccccc3n2)nc2ccccc2c1=O)NCC1CCCO1 (stereo not given)	-8	6	-0.8	-3	7	1	1	2	1.1	-12
20	O=[N+]([O-])c1ccc(S(=O)(=O)N/N=C/c2ccco2)cc1	-6	-13	0.9	-3	1	0.9	1	8	1.1	-11
21	C=CCNC(=O)Nc1ccc2oc(C)nc2c1	12	-5	3.0	2	-4	1	1	-4	0.9	-3
22	CSc1nnc(-c2ccccc2)n1C	-3	4	0.5	0	-2	0.8	1	17	1	-9
23	CC(C)N=C1NN=C(c2cccs2)CS1	31	-103	1.8	1	-3	1	1	5	0.7	-12
24	CC(C)(C)c1ccc(Cn2nnc3c(=O)[nH]c(C4CCCN(C(=O)Cc5cccs5)C4)nc32)cc1 (stereo not given)	-2	-5	3.6	0	5	1	1	-1	1	-2
25	CCOC(=O)C1(S(=O)(=O)c2ccc(Cl)cc2)CCN(Cc2ccc(C)cc2)CC1	-5	-9	0.9	-5	28	1	1.1	3	1.1	-9
26	Nc1nonc1C(=O)N1CCCC1	-4	5	0.2	-2	-1	1.1	1	-12	1	-3
27	COc1ccc(Nc2nnc(SC(C(=O)Nc3ccc(OC)c(Cl)c3)c3ccccc3)s2)cc1 (stereo not given)	2	8	4.0	-3	-2	1.1	1	-8	1	-16
28	COc1ccc(NC(=O)c2ccc3ccccc3c2)cc1NS(=O)(=O)c1ccc(F)cc1	-8	7	2.9	-2	13	1.2	1	-18	1.1	-16
29	Cc1cc(C)cc(NC(=S)N(Cc2ccc(Br)cc2)Cc2ccc(C(=O)O)cc2)c1	-8	1	3.0	-4	3	1	1	-2	1.1	-2
30	O=C(Nc1ccc(Cl)cc1)c1ccc(-n2cncn2)c([N+](=O)[O-])c1	-9	-12	0.9	-2	0	0.8	1	20	1.1	5

More structures
No.	smiles	FLuc inh counter	APP 5UTR inh	RAM network inh	TNAP inh hiacc	Lmaj promast	bIAP act	TNAP act hi DEA	bIAP inhibitor	FLuc stim CS	TNAP inh noacc
31	COC(=O)[C@@]1(Cc2ccc(OC)cc2)[C@H]2c3cc(C(=O)N(C)C)n(C[C@H](O)CO)c3C[C@H]2CN1C(=O)c1ccccc1	0	9	-0.5	-5	-6	0.9	1	11	1	-10
32	Cc1cccc(C)c1NC(=O)C1CC(=O)N(C(C)C)C1 (stereo not given)	-4	-4	0.3	-1	-11	1	1	3	1	-9
33	COC(=O)CC(NC(=O)Nc1ccc(C)cc1)c1cccc([N+](=O)[O-])c1 (stereo not given)	-10	-24	1.1	-7	-2	0.9	1.1	13	1.1	-8
34	CN1C(=O)/C(=C/c2ccc(O)c([N+](=O)[O-])c2)NC1=S	-2	5	4.5	23	-6	0.9	0.8	6	1	25
35	CC1=NC(C)(C)Cc2ccccc21	-3	-7	0.7	1	-1	1.1	1	-5	1	-6
36	Cc1nc(N2CCN(C)CC2)c2cc(-c3ccccc3)sc2n1	2	-6	0.6	-4	12	1.3	1	-26	1	-20
37	Cc1cccc(OCCn2c(=O)oc3ccc(C)cc32)c1	6	-14	-0.8	4	5	0.9	1	9	0.9	0
38	O=C(Nc1c(-c2ccccc2)nc2ncccn12)c1cc2ccccc2oc1=O	-6	10	1.5	2	-5	0.8	1	16	1.1	-6
39	CCOC(=O)c1c(-c2ccc(Cl)cc2)c(C#N)c(=O)n(N)c1N	-1	10	-0.3	2	9	0.9	1	5	1	-4
40	CC(C)c1ccc(/C=C/C(=O)N2CCc3ccccc3C2)cc1	9	9	0.1	4	0	0.8	1	17	0.9	-2
41	Cn1c(C(=O)N2CCCCCC2)cc2c(=O)n(C)c3ccccc3c21	-4	6	-0.6	-5	8	1.2	1	-22	1	24
42	CC1CC(=O)C2=C(C1)Nc1ccccc1N(C(=O)COc1ccccc1)C2c1ccco1 (stereo not given)	0	-2	0.7	2	-2	1.2	1	-18	1	-4
43	COc1ccc(NC(=O)Cn2nnc(C(=O)NCc3cccc(OC)c3)c2N)cc1	-4	-12	1.1	2	-8	0.9	1	10	1	-7
44	CCC(C)n1c(SCC(=O)Nc2ccccc2C(F)(F)F)nc2ccsc2c1=O (stereo not given)	-1	-8	4.2	-4	96*	1	1	2	1	-9
45	CCOc1ccc(C(=S)N2CCCC2)cc1OC	-8	9	0.0	-6	-4	1.1	1.1	-12	1.1	-4
46	CCN(CC)c1ccc(C2C3CCCCC3(O)CCN2C(=O)c2cccs2)cc1 (stereo not given)	-2	6	0.4	4	9	0.9	1	11	1	-1
47	O=C1c2cccnc2C(O)N1Cc1ccc(F)cc1 (stereo not given)	1	-5	-0.5	4	-7	1	1	4	1	1
48	COc1ccc(NS(=O)(=O)c2ccc(NC(=O)CCNS(=O)(=O)c3ccc(C)cc3)cc2)cc1	-5	-4	6.4	-3	-9	1	1	5	1	-4
49	CCn1cc(CN2CCN(Cc3cccc(OC)c3)C(CCO)C2)c(C)n1 (stereo not given)	-4	-10	1.1	2	-3	1.1	1	-12	1	-4
50	Cc1ccc2c(c1)C(C)CC(C)(C)N2C(=O)NC1CCCCC1 (stereo not given)	0	6	1.6	5	6	1	1	2	1	-3
51	COc1ccc(N2C(=O)c3cccc4cc(Br)cc(c34)C2=O)cc1	-5	13	2.4	1	4	1.1	1	-12	1.1	-1
52	CC(C)(C)c1ccc(O)c(/C=N\O)c1	0	2	0.6	-4	6	0.9	1	10	1	1
53	CCNc1nc(N)c(C(=O)c2ccc(Cl)s2)s1	3	-58	6.5	3	21	0.8	1	22	1	1
54	COc1ccccc1NC(=O)CSc1nnnn1-c1ccc(C)cc1	-4	6	2.6	-4	0	0.9	1	7	1	-9
55	CS(=O)(=O)N(CC(=O)NCCc1ccccc1)c1cccc([N+](=O)[O-])c1	-12	-7	0.8	-4	-2	1	1	0	1.1	-4
56	O=C(NCc1n[nH]c(=S)n1-c1ccc(F)cc1)c1ccco1	-2	5	-1.2	3	-5	0.9	1	10	1	-1
57	CCn1c(=O)c(C(=O)CN2CC(C)OC(C)C2)c(N)n(Cc2ccccc2)c1=O (stereo not given)	-3	-19	-1.4	1	-1	0.9	1	6	1	0
58	CC1CCCCN1C(=O)COC(=O)c1n[nH]c2ccccc12 (stereo not given)	38	-20	1.6	-3	-4	1.2	1	-18	0.6	55*
59	CCOC(=O)C1CCN(Cc2c(F)cccc2Cl)CC1	-2	-13	0.3	-7	15	1	1.1	4	1	-12
60	CC(NC(=O)Nc1ccccc1)C(c1cccs1)N1CCN(C)CC1 (stereo not given)	-5	-6	-0.3	-4	-3	1	1	-3	1	-10

Next compounds:
No.	smiles	FLuc inh counter	APP 5UTR inh	RAM network inh	TNAP inh hiacc	Lmaj promast	bIAP act	TNAP act hi DEA	bIAP inhibitor	FLuc stim CS	TNAP inh noacc
61	CC(=O)[C@@H]1[C@@H](C(=O)c2ccccc2)[C@]2(C(=O)Nc3ccccc32)[C@H]2C=Cc3cc(F)ccc3N12	-6	6	1.2	1	2	1.1	1	-7	1.1	-14
62	CCOc1ccccc1/C=C(/NC(=O)c1ccccc1)C(=O)NC(C)c1ccccc1 (stereo not given)	2	6	-0.6	-1	9	0.8	1	22	1	-8
63	COc1ccccc1CNc1ncnc2cc(Cl)ccc12	-7	12	0.1	-7	16	1	1.1	-4	1.1	-14
64	O=C(NC1CCCCC1)c1ccc(S(=O)(=O)NCc2cccnc2)cc1	-6	4	1.6	-6	1	0.9	1.1	11	1.1	-9
65	CCOC(=O)c1cnn2c(C(F)(F)F)cc(-c3ccccc3)nc12	-10	-12	0.1	-8	-5	0.9	1.1	6	1.1	-11
66	COC(=O)COc1cccc(NC(=O)c2cc(OC)cc(OC)c2)c1	4	-6	2.7	0	-6	1.1	1	-6	1	-5

Bioassay records (PubChem BioAssay)
